# AmpC inh no detg: blocks E. coli AmpC beta-lactamase in detergent-free assay; P00811; AmpC nitrocefin hydrolysis, absorbance 480 nm, 0.0001% Triton; Potency, µM (doses to about 57.1 µM), for the others: at the top dose activity change, negative = inhibition, hits mostly inhibitors; 330,000 compounds, 0.52% hits; AID 485341;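 further: potency means the concentration at half of the fitted maximal effect; plate controls were no compound for no effect and no enzyme for full effect; nearly all actives have a fitted effect of over 20% in size; some results filed as inactive show a strong effect at the top dose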
# Target sequence (P00811 whole entry, looked up): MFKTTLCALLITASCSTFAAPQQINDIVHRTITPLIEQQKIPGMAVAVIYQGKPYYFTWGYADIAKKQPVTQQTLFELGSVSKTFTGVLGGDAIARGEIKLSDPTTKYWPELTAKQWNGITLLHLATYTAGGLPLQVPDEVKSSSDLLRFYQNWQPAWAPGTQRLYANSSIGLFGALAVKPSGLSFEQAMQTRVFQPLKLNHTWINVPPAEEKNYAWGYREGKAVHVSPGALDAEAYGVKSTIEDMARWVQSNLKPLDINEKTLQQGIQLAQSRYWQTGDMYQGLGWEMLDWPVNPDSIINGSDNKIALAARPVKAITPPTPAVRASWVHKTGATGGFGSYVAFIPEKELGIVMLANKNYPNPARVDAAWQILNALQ
#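 20 mM phosphate pH 7.0 + 0.01% (detergent screen) or 0.0001% Triton X-100; 5.3 nM AmpC reagent; cpd preinc 15 min RT; nitrocefin (800 uM stock) to start; A480 q20 s × 4 min; Activity was normalised to no-enzyme and no-compound control wells.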
# TbPYK inhibitor: inhibitors of Trypanosoma brucei pyruvate kinase; Q57TT1; TbPYK enzyme, Kinase-Glo Plus ATP luminescence, 45 min; Potency, µM (doses to about 76.8 µM), for the others: at the top dose activity, negative = inhibition, hits mostly inhibitors; 410,000 compounds, 0.12% hits; AID 624173; further: potency means the concentration at half of the fitted maximal effect; nearly all actives have a fitted effect of over 50% in size
#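 Luminescence from Kinase-Glo Plus, added after a 45-minute room-temperature reaction, served as the end-point read-out. The enzyme and substrate were preincubated with compound before ADP (130 uM final) initiated turnover. Concentration-effect curves came from normalized qHTS data.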
# HCMV inh: human cytomegalovirus inhibition; HFF cells, HCMV-luciferase reporter, 72 h; stronger effect = lower value; activity change, negative = inhibition, % at 57.5 µM; 410,000 compounds, 4.5% hits; in the data active means activity change below about -60%; inconclusive means no clear call, values can overlap the other calls; inactive means above about -39%
#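 Cell-based, HFFs, 1000 cells/well, 16 h 37C; cpds in DMSO + HCMV-luc, MOI 1 PFU/cell; 72 h 37C; OneGlo luminescence after 5 min RT; norm. to buffer vs Salinomycin 10uM.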
# HCV inhibitor: blocks hepatitis C virus; Huh7.5.1 HCVcc-Cre infection, luciferase reporter, 44 h; Potency, µM (titrated, usually from 41.8 µM), for inactives: at the top dose activity change, negative = inhibition, actives largely listed as inhibitors; 340,000 compounds, 3.4% hits; AID 651820; further: potency means the concentration at half of the fitted maximal effect
#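 After 44 h co-culture of compound, cells and HCVcc-Cre (~0.5 moi), substrate is added for 15 min at room temperature and luciferase measured over 15 sec. Cells were seeded at 1,000/well and pre-cultured 4 h.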
# LmPK inh: LmPK (Leishmania mexicana) enzyme inhibition; Q27686; purified LmPK, Kinase-Glo ATP luminescence, 1 h; Potency, µM (highest dose often 57.5 µM), without a hit: at the highest dose activity change, negative = inhibition, most hits filed as inhibitors; 290,000 compounds, 0.37% hits; AID 1721; further: potency means the concentration at half of the fitted maximal effect
# Target sequence (Q27686 whole entry, looked up): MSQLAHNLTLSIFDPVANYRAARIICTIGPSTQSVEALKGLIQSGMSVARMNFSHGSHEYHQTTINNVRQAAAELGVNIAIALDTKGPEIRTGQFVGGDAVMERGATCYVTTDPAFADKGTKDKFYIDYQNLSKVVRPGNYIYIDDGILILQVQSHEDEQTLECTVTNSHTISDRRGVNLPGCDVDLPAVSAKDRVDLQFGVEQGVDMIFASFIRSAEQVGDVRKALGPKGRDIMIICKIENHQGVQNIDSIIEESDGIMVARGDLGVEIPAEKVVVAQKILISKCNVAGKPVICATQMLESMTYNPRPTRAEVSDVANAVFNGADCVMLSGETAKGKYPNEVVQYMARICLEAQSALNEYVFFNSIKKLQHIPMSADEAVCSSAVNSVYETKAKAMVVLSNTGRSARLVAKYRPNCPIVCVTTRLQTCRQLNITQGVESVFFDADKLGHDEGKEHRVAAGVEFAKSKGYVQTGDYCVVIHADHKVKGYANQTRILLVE
#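 Purified LmPK (0.1 nM) with 0.5 mM PEP and 0.1 mM ADP in imidazole buffer pH 7.2 with MgCl2/KCl, 1 h at room temperature. ATP formed was read by luciferase luminescence and normalized to no-enzyme and uninhibited controls.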
# AmpC detergent: inhibitors of E. coli AmpC beta-lactamase with detergent; AmpC hydrolysis of nitrocefin, absorbance 480 nm, 0.01% Triton; Potency, µM (top dose mostly 114 µM), without a hit: top-dose activity change, negative = inhibition, actives largely listed as inhibitors; 370,000 compounds, 0.041% hits; AID 485294;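 further: potency means the concentration at half of the fitted maximal effect; 0% = no-compound wells and -100% = no-enzyme wells; nearly all actives have a fitted effect of over 25% in size; some results filed as inactive show a strong effect at the top dose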
#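 20 mM phosphate pH 7.0 + 0.01% (detergent screen) or 0.0001% Triton X-100; 5.3 nM AmpC reagent; cpd preinc 15 min RT; nitrocefin (800 uM stock) to start; A480 q20 s × 4 min; Activity was normalised to no-enzyme and no-compound control wells.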
# AMA1 RON2 block: inhibitors of Plasmodium falciparum AMA1-RON2 interaction; AlphaScreen AMA1-biotinylated RON2 peptide binding; Potency, µM (series often up to 58.2 µM), for inactives: at the highest dose activity change, negative = inhibition, most hits filed as inhibitors; 360,000 compounds, 0.2% hits; AID 720542;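 further: potency means the concentration at half of the fitted maximal effect; 0% = vehicle wells and -100% = peptide control; nearly all actives have a fitted effect of over 45% in size; some results filed as inactive show a strong effect at the top dose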
#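 AMA1 (3D7) with his tag at 25 nM final met compounds first, then biotinylated RON2 peptide at 25 nM; detection used donor plus acceptor beads, 10 µg/mL apiece, read by AlphaScreen after 30 min at room temperature.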
# Starred values were filed as active, the others as inactive; ? = inconclusive; nt = not tested or not shown; & = joins results of further samples; [ ] = another dose, or the depositor's remark. Unless noted, the call rests on the fitted dose curve; in most records, active means well fitted curve in the direction sought with a large enough effect; inconclusive means small, poorly fitted or top-dose-only effect, or another doubt; inactive means no such curve, though single readings can be large; an effect the other way counts as inactive or inconclusive. Unless noted, on the % scale 0 is the no-effect control and ±100 the full control effect.
SMILES,AmpC inh no detg,TbPYK inhibitor,HCMV inh,HCV inhibitor,LmPK inh,AmpC detergent,AMA1 RON2 block
Cc1cccc(C)c1NC(=O)CN(C)C(=O)c1ccc(N2C(=O)CCC2=O)cc1,-5%,-2%,34,11%,nt,1%,-10%
CN(C)c1ccc(/C=N/OC(=O)Nc2ccccc2)cc1,-28%,3%,79,-12%,0%,0%,-14%
O=C(Nc1ncccn1)C1CCCN1S(=O)(=O)c1ccc(Cl)c(Cl)c1 (stereo unspecified),-17%,1%,-30,19%,-1%,2%,4%
C/C(=N\NC(=O)c1cccc(Cl)c1)C1C(=O)c2ccccc2C1=O,-36%,-7%,17,?,-6%,-1%,49%[activator]
C[C@@H]1CN([C@@H](C)CO)C(=O)CCCn2nncc2CO[C@@H]1CN(C)C(=O)Nc1ccccc1C(F)(F)F,nt,-6%,27,nt,nt,nt,5%
COc1ccccc1C(=O)N/C(=C/c1ccco1)C(=O)Nc1cccc(C(=O)O)c1,1%,?,-6,31%[activator],8%,3%,12%
C/C(=N/NC(=O)c1ccccc1)C(=O)O,-42%,7%,-2,-7%,?,-6%,13%
O=C(Nc1ccc2nc(-c3ccco3)[nH]c2c1)c1cccs1,-41%,-12%,-9,?,-20%,3%,-14%
Cc1ccc(N(C(=O)CS(=O)CC(=O)Nc2ccc(F)cc2)C(C)C(=O)NC(C)(C)C)cc1 (stereo unspecified),90%[activator],-10%,-32,-5%,0%,-14%,-13%
COc1cc2sc(C)nc2c2sccc12,-12%,-1%,11,2.2µM*,8%,-10%,12%
CC(C)(C)OC(=O)N[C@@H](Cc1ccccc1)C(=O)N1CCC(C(=O)O)CC1,-18%,8%,-22,16%,0%,-2%,1%
Cc1ccc(NS(=O)(=O)c2ccc3[nH]c4c(c3c2)CCCCCC4)cc1Cl,nt,-7%,-83*,nt,nt,-3%,nt
O=C(CSc1nnnn1-c1ccccc1)Nc1ncc2c(n1)CC(c1ccco1)CC2=O (stereo unspecified),-38%,-1%,6,-7%,2%,-14%,-8%
COC(=O)[C@]1(Cc2ccccc2)N[C@H](CN(C)S(=O)(=O)c2ccc(F)cc2)[C@@H]2C(=O)N(Cc3ccccc3)C(=O)[C@@H]21,-13%,-2%,11,-27%,nt,nt,-4%
Cc1nn(-c2ccccc2)c(Cl)c1/C=C(\C#N)C(=O)NC(C)C,-10%,-1%,?,?,-2%,4%,8%
Cc1nc(NCc2ccc3c(c2)OCO3)c2nnn(Cc3ccccc3)c2n1,-8%,2%,-31,15%,-5%,-22%,8%
COc1ccc(-n2c(COc3cccc4ccccc34)nnc2SCC(=O)NCc2ccco2)cc1,25%,6%,-35,?,6%,3%,-15%
O=C(N/N=C/c1ccccc1OCc1ccccc1)c1cccnc1,-10%,3%,-25,1%,0%,?,7%
CN1C(=O)C(O)(CC(=O)/C=C/c2ccco2)c2ccccc21 (stereo unspecified),-25%,-18%,-28,5%,3%,-1%,8%
Cc1noc(C)c1NC(=O)Nc1ccc2c(c1)CC(=O)N([C@@H](C)CO)C[C@@H](C)[C@@H](CN(C)C(=O)Nc1cccc3ccccc13)O2,173%[activator],1%,13,6%,nt,nt,15%
CCN(CC(=O)Nc1ccccc1C(F)(F)F)C(=O)c1ccc2c(c1)NC(=O)CS2,-13%,3%,-6,3%,nt,-7%,-18%
COc1ccccc1CNC(=O)c1ccc(CS(=O)c2ccccc2Cl)o1 (stereo unspecified),nt,-3%,9,nt,nt,19%,nt
CCOc1ccc2c(c1)C(N(CCN1CCOCC1)C(=O)Nc1ccccc1)CC(C)(C)O2 (stereo unspecified),154%[activator],8%,9,-2%,12%,0%,-10%
Cc1ccccc1S(=O)(=O)Cc1ccc(C(=O)O)o1,-3%,0%,-31,15%,15%,-4%,-1%
COCCNC(=S)Nc1ccc(N2CCOCC2)c(S(=O)(=O)Nc2ccc(Cl)cc2)c1,nt,?,2,nt,nt,nt,-2%
# Following part:
SMILES,AmpC inh no detg,TbPYK inhibitor,HCMV inh,HCV inhibitor,LmPK inh,AmpC detergent,AMA1 RON2 block
CCOc1ccc(-c2nnc(SCC(=O)Nc3cccc(OC)c3)nc2-c2ccc(OCC)cc2)cc1,nt,1%,1,nt,nt,-6%,nt
C=CCN1C(=O)C(Cc2ccc(OC)cc2)S/C1=N\N=C\c1cccs1 (stereo unspecified),-17%,-6%,24,3%,5%,0%,10%
CCOc1ccc(CNC(=O)c2ccc(Sc3ccc(C)cc3)c(NC(C)=O)c2)cc1,13%,-18%,?,?,1%,-8%,-12%
O=C(O)c1cc2nccc(-c3ccco3)n2n1,-8%,-3%,-5,7%,4%,-1%,0%
CN1CCN(Cc2ccc(Br)s2)CC1,-13%,-2%,33,-20%,-5%,-4%,-6%
Clc1cccc(CNc2ccn3nc(-c4ccc(OCc5ccccc5)cc4)cc3n2)c1,nt,-1%,10,nt,nt,nt,12%
Cn1c2ccccc2c(=O)c2cc(C#CC3=CCCCC3)ccc21,-12%,-17%,17,?,nt,-1%,18%
O=C(Nc1cccc(Cl)c1)C1C2CCC3C(CCC21)C3(Cl)Cl (stereo unspecified),-43%,5%,-10,?,-1%,?,10%[2.32 µM]
Cc1ncn(C23CC4CC(CC(C4)C2)C3)n1,12%,9%,22,23%,2%,3%,-7%
Cc1cc(C)c(C(=O)N2CCC(N3CCC(C(=O)NC(C)C)CC3)CC2)o1,127%[activator],0%,33,23%,-7%,-3%,-13%
CC1=[N+]([O-])C(C)(C)N(O)C1(C)C,-9%,2%,1,9%,1%,0%,?
Cc1cccc(C)c1NC(=O)c1nc(S(C)(=O)=O)ncc1N(Cc1ccc(C(C)(C)C)cc1)Cc1ccco1,nt,7%,3,nt,nt,14%,nt
O=C1COc2ccc(C(=O)COC(=O)CCc3ccc(S(=O)(=O)N4CCOCC4)cc3)cc2N1,14%,0%,-7,-9%&25%,1%,2%,7%
CC(=O)c1cccc(NC(=O)NC2CCCc3ccccc32)c1 (stereo unspecified),-15%,6%,-70*,?,2%,9%,13%
CCCOc1ccc(-c2nc(OCC)c3ccccc3n2)cc1,-4%,-6%,40,?,4%,0%,2%
CCCCN1C(=O)C(=O)N(CC(=O)c2cc(C)n(-c3cc(C)on3)c2C)C1=O,-4%,-1%,-17,20%,nt,?,-4%
CC(=O)OCC1OC(OCc2cn(C[C@H]3CC[C@H](Cn4cc(COC5OC(COC(C)=O)C(OC(C)=O)C(OC(C)=O)C5OC(C)=O)nn4)O3)nn2)C(OC(C)=O)C(OC(C)=O)C1OC(C)=O (stereo partly specified),178%[activator],-1%,8,24%,5%,?,8%
COCCn1c(-c2ccccc2)cnc1N,-15%,-3%,-5,1%,0%,2%,21%
N#Cc1c(Nc2ccc(Cl)cc2)s[nH]c1=O,-35%,-1%,-66*,3%,-5%,2%,0%
CCOn1c(=O)c(=O)n(O)c2ccccc21,-11%,-8%,-21,9%,1%,-4%,15%
Cc1cccc(C)c1NC(=O)Cn1c(=O)n(Cc2ccccc2)c(=O)c2c(C)c(C(=O)N(C)C)sc21,nt,-2%,10,nt,nt,-6%,nt
CCc1nc2ccc(C(=O)N(C)Cc3ccco3)cn2c1N(C)CCCc1ccccc1,nt,4%,-31,nt,nt,nt,?
COc1ccc2c(Sc3ccc(C)cc3)c(C(=O)NCCc3ccccc3)[nH]c2c1,nt,-4%,11,nt,nt,25%,nt
CC(=O)Nc1ccccc1NC(=O)C/C(C)=N/NC(=O)Cc1cccc2ccccc12,39%,2%,-19,-12%,2%,6%,35%[activator]
O=c1/c(=C/c2ccc([N+](=O)[O-])cc2)sc2n1CCCN=2,-10%,-12%,-91*,-7%,-8%,1%,-1%
# (next part)
SMILES,AmpC inh no detg,TbPYK inhibitor,HCMV inh,HCV inhibitor,LmPK inh,AmpC detergent,AMA1 RON2 block
CCn1nc(C)c(Br)c1-c1nc(-c2cccc(C)c2)no1,-9%,0%,32,-13%,-6%,-1%,-9%
Cc1cccc2sc(NS(C)(=O)=O)nc12,-1%,0%,-19,15%,7%,-2%,6%
Cc1ccc(/C=N/NC(=O)CNC(=O)Cc2ccccc2)o1,-12%,4%,35,10%,1%,3%,-10%[2.32 µM]
COc1cc(C(=O)N/N=C(\C)Cn2nc([N+](=O)[O-])cc2C)ccc1O,-2%,-14%,47,9%,1%,-10%,13%
CC(C)c1ccc(OCC(=O)NC2CCCC2)cc1,38%,1%,22,10%,-1%,1%,0%
CC(C)N1CCc2c(sc(NC(=O)c3nc4ccccc4s3)c2C(N)=O)C1,2%,1%,-36,?,0%,-14%,57%[activator]
COc1cc(/C=C2/C(=O)N(c3ccc(Br)cc3)N=C2C)cc(OC)c1OC,49%,-12%,nt,13%,3%,-1%,-3%
c1ccc(CN2CCC3CC2c2c3cccc2N2CCOCC2)cc1 (stereo unspecified),nt,0%,-11,nt,nt,nt,-6%
COc1ccccc1N1CCN(C2CC(=O)N(c3ccc(Cl)cc3)C2=O)CC1 (stereo unspecified),55%,5%,34,26%,13%,-16%,5%
O=C(NCc1cccnc1)NC1(c2ccccc2)CC1,-3%,0%,9,?,0%,-3%,3%
COC(=O)c1cccc(NC(=O)c2onc3c2CCCC3)c1,-23%,-26%,138,3%,?,-7%,-23%
CCN(CC)c1ncnc2c1ncn2[C@H]1CN(Cc2cc(OC)c(OC)c(OC)c2)C[C@@H](CO)O1,nt,1%,7,nt,nt,nt,-5%
O=C(Nc1ncc([N+](=O)[O-])s1)c1ccco1,-5%,-13%,86,23%,?,7%,-12%
O=C(Nc1cc(S(=O)(=O)N2CCOCC2)ccc1N1CCOCC1)c1ccc(Cl)nc1,1%,-6%,-21,-6%,0%,5%,33%[activator]
O=C(Nc1nc(-c2ccccc2)ns1)c1ccc(Cl)cc1,nt,0%,4,nt,nt,0%,nt

# Compound profiles (already shown). Screens in order: AmpC inh no detg	TbPYK inhibitor	HCMV inh	HCV inhibitor	LmPK inh	AmpC detergent	AMA1 RON2 block
# Entry for `COc1cc(C(=O)N/N=C(\C)Cn2nc([N+](=O)[O-])cc2C)ccc1O` : -2%	-14%	47	9%	1%	-10%	13%
# Entry for `COc1cc(/C=C2/C(=O)N(c3ccc(Br)cc3)N=C2C)cc(OC)c1OC` : 49%	-12%	nt	13%	3%	-1%	-3%
# Entry for `Cc1cccc2sc(NS(C)(=O)=O)nc12` : -1%	0%	-19	15%	7%	-2%	6%
# Entry for `Cc1ccc(/C=N/NC(=O)CNC(=O)Cc2ccccc2)o1` : -12%	4%	35	10%	1%	3%	-10%[2.32 µM]

# Screening data deposited in PubChem BioAssay by National Center for Advancing Translational Sciences (NCATS).

# Compounds were not picked by outcome. About 7.5% of those tested had a hit in this group.
